# HTR5A ag: HTR5A agonism, opioid heterodimer counter-screen; P47898; HTR5A agonist assay, luminescence, cell-based; activation, % at 9.3 µM; actives 0.61% (n = 340,000); AID 504692; in the data active = activation mostly above about 9.5%, no sharp cut-off; inactive = mostly below about 7.6%;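 note: 0% = cells with vehicle only and 100% = reference agonist; strong numbers were not always called active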
# Target sequence (P47898 whole entry, looked up): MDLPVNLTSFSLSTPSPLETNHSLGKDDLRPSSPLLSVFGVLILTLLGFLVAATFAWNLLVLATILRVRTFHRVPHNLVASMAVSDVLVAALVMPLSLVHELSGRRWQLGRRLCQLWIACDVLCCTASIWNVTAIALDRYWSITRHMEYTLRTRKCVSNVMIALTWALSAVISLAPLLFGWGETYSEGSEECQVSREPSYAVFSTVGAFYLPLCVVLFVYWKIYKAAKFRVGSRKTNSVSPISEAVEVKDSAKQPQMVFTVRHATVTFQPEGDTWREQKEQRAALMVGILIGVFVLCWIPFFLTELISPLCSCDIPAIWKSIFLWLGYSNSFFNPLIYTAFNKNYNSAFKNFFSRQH
# V-ATPase pH: regulators of yeast V-ATPase proton transport. response, % at 10 µM. actives 0.37% (n = 350,000). S. cerevisiae, pHLuorin cytosolic pH fluorescence. AID 504577; in the data active = response mostly above about 7.3%, no sharp cut-off; inactive = mostly below about 5.4%; note: actives read high; inactives centre near 0; some compounds called inactive have numbers as strong as hits; reference of the scale not given here
# OPRM1-OPRD1 inv: inverse agonists of human mu-delta opioid receptor heterodimerization; P35372+P41143; inhibition, % at 9.3 µM; cell-based MOR-DOR heterodimer luminescence, inverse agonism; actives 0.21% (n = 340,000); AID 504357; in the data active = inhibition above about 22%, passing the limit was not always enough;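 note: 0% = cells with DMSO and 100% = wells without cells with DMSO; values of inactives mirror those of a sister screen read the other way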
# PKA-R2B act: PKA-R2B complex activation; P22694+P31323; PKA-R2B holoenzyme dissociation, Cy5-IP20 fluorescence polarization; R2B truncated from residue 108, S112A mutant; 0% DMSO only, 100% 113 µM cGMP; activation, % at 11.4 µM; actives 0.079% (n = 340,000); AID 504700;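 active = activation above a cutoff set at the mean over all compounds plus 3 SD, cut at about 18% in these data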;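 note: higher means more holoenzyme dissociation and a rise in polarization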
# Target sequence (P31323 whole entry, looked up, other chains not shown, the tested form may be a part): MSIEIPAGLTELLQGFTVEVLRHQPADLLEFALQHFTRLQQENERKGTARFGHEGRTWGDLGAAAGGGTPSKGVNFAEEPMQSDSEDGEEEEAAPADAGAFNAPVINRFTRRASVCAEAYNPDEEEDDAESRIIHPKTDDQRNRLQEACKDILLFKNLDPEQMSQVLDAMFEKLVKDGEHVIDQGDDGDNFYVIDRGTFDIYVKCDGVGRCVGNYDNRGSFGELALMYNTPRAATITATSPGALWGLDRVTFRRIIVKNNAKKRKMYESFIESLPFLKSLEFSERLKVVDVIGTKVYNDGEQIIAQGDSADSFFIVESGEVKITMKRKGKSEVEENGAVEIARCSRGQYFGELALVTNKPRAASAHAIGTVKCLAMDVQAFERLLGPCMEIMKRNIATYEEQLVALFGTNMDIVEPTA
# DSG3 Ab inh: human desmoglein-3 autoantibody binding inhibition | P32926 | DSG3-coupled beads, scFv-anti-DSG3-GFP binding, flow cytometry; hits give low values | binding (percent of control), % at 10 µM | actives 0.48% (n = 310,000);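 active = binding more than 3 SD below its plate's average and above zero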;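 note: hits lower antibody fragment binding to DSG3; some compounds called inactive have numbers as strong as hits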
# DAGLB inhibitor: diacylglycerol lipase beta (human) inhibition. HEK293T DAGLB membrane lysate, EnzChek fluorogenic substrate. inhibition, % at 5.17 µM. actives 0.059% (n = 340,000). AID 504411; in the data active = inhibition above about 34%;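 note: 0% = enzyme with vehicle and 100% = wells lacking enzyme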
# Arrestin-AP2 inh: inhibitors of human beta-arrestin and AP2 interaction; FITC-arrestin peptide / GST-AP2 beads, flow cytometry; AP2 beta2 appendage carries R879A mutation; inhibition, % at 10 µM; actives 0.31% (n = 340,000); AID 504490;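 active = inhibition above a set limit, near 3 SD of compounds lacking own fluorescence, cut at about 54% in these data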;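 note: plate controls were DMSO wells for no effect and 5 µM unlabelled arrestin peptide for full effect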
#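 Assay system: GST-AP2 R879A bound to glutathione beads, E. coli-expressed; Medium: PBS with 0.05% Tween 20 and 0.1% BSA; Also added: fluorescein-tagged arrestin peptide at 50 nM final; Timing: 12 min plus 1 h, RT; Measured by: flow cytometry, FL1 (488/535 nm); Evaluation: percent drop in bead-associated FITC signal.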
# MOR-DOR ag: agonists of human mu-delta opioid receptor heterodimerization | P35372+P41143 | cells, OPRM1-OPRD1 heterodimerization, luminescence | activation, % at 9.3 µM | actives 0.3% (n = 340,000); in the data active = activation above about 18%;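 note: 0% = vehicle-treated cells and 100% = reference agonist; values of inactives mirror those of a sister screen read the other way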
# HTR5A inv ctr: inverse agonist of human HTR5A in OPRM1-OPRD1 counter-screen; P47898; HTR5A cell line, luminescence, inverse agonism; inhibition, % at 9.3 µM; actives 0.083% (n = 340,000); in the data active = inhibition mostly above about 23%, no sharp cut-off; inactive = mostly below about 18%;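 note: 0% = cells with DMSO and 100% = no-cell wells with DMSO; some compounds called inactive have numbers as strong as hits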
# PKA-R1A activ: activates the PKA-R1A holoenzyme complex; P00514+P68181; PKA-R1A dissociation, Cy5-IP20 fluorescence polarization; scaled: DMSO 0%, 113 µM cGMP 100%; activation, % at 11.4 µM; actives 0.083% (n = 340,000); AID 504707;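 active = percent activation above the mean of all tested compounds plus 3 SD, cut at about 19% in these data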;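 note: higher means more PKAc released from R1A so a rise in polarization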
# An asterisk follows results filed as active; . = no result given.
# Results follow in this order: HTR5A ag	V-ATPase pH	OPRM1-OPRD1 inv	PKA-R2B act	DSG3 Ab inh	DAGLB inhibitor	Arrestin-AP2 inh	MOR-DOR ag	HTR5A inv ctr	PKA-R1A activ
> Cn1c(=O)c(C(=O)NCC2CCCO2)c(O)c2ccccc21 (stereo not drawn)
 : 3.8	0.8	7.5	-6.2	99.2	0.8	16.4	-1.4	-10.9	-1.9
> S=c1[nH]nc(C2CCCCC2)n1/N=C/c1cccs1
 : -1.8	-1.4	-26.9	-1.3	106.2	0.1	8.2	5.6	4.3	4.5
> CC(C)OCCCNC(=O)Cn1ncc2c(=O)oc3ccccc3c21
 : 2.1	2.4	2.6	4.5	97.5	-1.7	8.6	-0.5	-7.6	-1.3
> CCOC(=O)c1c(NC(=O)CSc2nnc(-c3c[nH]c4ccccc34)n2C)sc2c1CCCC2
 : 5.3	-2.9	16.0	2.9	105.5	0.2	5.2	-2.9	0.7	-7.2
> CCOC(=O)Cn1c(S(=O)(=O)Cc2ccccc2)nc2ccccc21
 : 3.0	-5.1	1.4	-1.0	106.3	-2.2	7.0	-0.2	17.2	-9.7
> COc1cc(C(=O)NCc2cn3cccc(C)c3n2)cc(OC)c1OC
 : 0.9	.	4.2	-6.1	98.5	-1.8	-0.7	-0.7	-2.9	-11.4
> CN(C)CCNc1ncnc2c1sc1nc(N3CCOCC3)c3c(c12)CC(C)(C)SC3
 : 2.2	-1.2	-9.0	-4.2	98.5	2.5	-4.6	1.8	-8.9	4.0
> CCNC(=O)NC(C(=O)OC)C12CC3CC(CC(C3)C1)C2 (stereo not drawn)
 : 3.5	-1.3	9.1	0.8	82.1	1.3	3.0	-1.7	-39.3	3.8
> Cc1ccc(SCCSc2ncccn2)cc1
 : -2.9	0.1	-8.6	2.5	121.0	-6.3	8.2	1.8	9.7	-5.4
> Cc1[nH]c2ccccc2c1C(=O)COC(=O)Cn1c(C)nc2ccccc21
 : -7.2	1.3	-12.0	-5.6	100.0	-3.9	-1.6	2.0	19.2	-5.0
> COc1cccc(/C=N/NC(=O)c2ccc(N3CCCC3=O)cc2)c1
 : 1.0	2.1	5.5	1.8	96.9	-2.5	22.7	-0.9	-2.8	-1.7
> CCc1cc(SC#N)cc(C)c1NC(=O)CCl
 : -2.6	-3.4	10.9	-10.6	95.5	-2.2	10.4	-2.1	14.1	-6.9
> CCOc1ccc(NC(=O)CC2C(=O)N(c3cccc(OC)c3)C(=O)N2CCOC)cc1 (stereo not drawn)
 : 1.2	-4.2	16.4	5.4	97.9	-0.7	-4.2	-3.1	-3.3	-3.5
> O=C1N(c2cccc(Cl)c2)C(c2ccccc2)N2CCCN12 (stereo not drawn)
 : 0.7	4.9	-1.1	-3.2	104.1	2.3	26.5	0.2	-33.5	-7.0
> CCOc1ccc(C(=O)CCC(=O)N2CCC(C(=O)OC)CC2)cc1
 : -1.3	0.9	11.4	-2.1	101.9	0.5	4.8	-2.3	4.9	2.4
> O=C(CN(Cc1ccc(F)cc1)C(=O)C1CSC(=O)C1)NC1CCCCC1 (stereo not drawn)
 : 4.2	-0.1	12.0	5.5	101.8	-0.3	1.7	-2.1	4.0	-2.6
> COn1c(-c2ccc(C)cc2)nc2ncccc21
 : -2.0	-1.1	10.0	-3.5	98.6	0.6	-11.4	-2.2	7.5	-6.0
> CCN(CC)C(=O)c1ccc(S(=O)(=O)NCc2cccnc2)cc1
 : -1.9	6.1	6.2	10.0	100.0	-1.7	12.9	-1.1	-4.7	-8.6
> COc1ccc(Nc2nc(C)nc3c2oc2ccccc23)c(OC)c1
 : -0.4	4.3	-21.3	-7.8	94.9	-0.2	16.2	4.7	1.4	0.3
> CCc1ccc([C@@H]2CC=C(C(=O)O)[C@H](c3ccc(C)cc3)N2S(=O)(=O)c2ccc(C)cc2)cc1
 : 5.5	-1.8	2.5	1.8	101.3	15.2	16.8	-0.5	-20.6	-4.6

# (continued)
# Results follow in this order: HTR5A ag	V-ATPase pH	OPRM1-OPRD1 inv	PKA-R2B act	DSG3 Ab inh	DAGLB inhibitor	Arrestin-AP2 inh	MOR-DOR ag	HTR5A inv ctr	PKA-R1A activ
> COc1ccc2[nH]c3c(c2c1)CCN1C(=O)C(CC(=O)NCCCN(C)C)C[C@H](C(=O)N2CCCCC2)[C@@]31C (stereo partly drawn)
 : -0.5	-0.5	15.7	2.2	94.8	-0.6	-1.2	-3.2	1.8	7.3
> CCc1nc2ccc(C(=O)NCCCN3CCN(c4ccc(F)cc4)CC3)cc2nc1CC
 : -1.8	9.5	-1.6	-0.2	113.1	-0.5	33.8	0.4	6.3	-4.4
> CCOC(=O)N1CCN(C(=O)c2ccc(OC)c(OC)c2)CC1
 : 0.0	-4.4	17.6	-4.3	89.6	-2.1	-2.4	-3.0	-2.0	-10.6
> CC(C)(C)C(=O)NC(=S)NNC(=O)C(c1ccccc1)c1ccccc1
 : -15.1	2.3	21.5	-4.4	93.8	-2.4	8.5	-4.3	44.6*	-7.7
> Cc1ccc(C2CC(c3ccco3)=NN2S(C)(=O)=O)cc1 (stereo not drawn)
 : -0.5	-0.7	15.3	7.8	126.0	-0.6	27.6	-2.9	1.2	-3.9
> O=C(COC(=O)Cn1cc(C(F)(F)F)ccc1=O)Nc1ccccc1
 : -6.5	-0.3	0.0	-10.5	103.1	0.5	-6.4	0.0	16.0	-4.2
> CN1C(=O)C(=O)/C(=C(/O)c2ccc(Br)cc2)C1c1ccccc1F (stereo not drawn)
 : -1.1	-1.3	10.6	3.0	105.3	3.6	1.4	-2.2	4.1	3.4
> O=C(CSC1=NCCN1)NC(c1ccccc1)c1ccccc1
 : 1.1	3.4	20.3	-8.6	100.6	-23.6	2.7	-3.9	-3.0	-4.2
> COc1ccccc1C(=O)N1CC(=O)Nc2ccc(C)cc2C1c1ccc(F)cc1 (stereo not drawn)
 : -0.4	3.8	8.7	6.8	98.4	0.8	-4.2	-1.8	1.5	7.2
> COc1ccc(-n2c(CNc3ccc(C)cc3)nnc2SCC(=O)Nc2nc(-c3ccccc3)cs2)cc1
 : 1.8	-1.5	-7.4	12.0	92.6	4.3	6.6	1.3	-0.8	12.7
> Cc1cc(N2CCOCC2)nc2ccc(NC(=O)CCC(=O)N3CCCCC3)cc12
 : 0.8	-0.8	-0.8	-2.6	98.1	0.2	4.2	0.2	0.0	1.1
> Cc1c(C(=O)N2CCN(C3CCS(=O)(=O)C3)CC2)oc2ccc(Cl)cc12 (stereo not drawn)
 : -1.9	-4.3	20.5	-0.9	.	2.3	9.9	-4.0	5.3	0.7
> Cc1ccc(C(=O)c2oc3ccc(Cl)cc3c2NC(=O)CN2CCN(C)CC2)cc1
 : 3.7	0.0	-34.4	0.4	105.7	-0.3	22.4	6.5	-14.8	-1.7
> O=C(Nc1cccnc1)c1ccc(S(=O)(=O)c2ccccc2)cc1
 : -1.9	-3.8	3.9	3.7	101.7	2.1	.	-0.6	26.9	-7.0
> Cc1ccc(C2(O)C(=O)c3ccccc3C2=O)c(O)c1C
 : 3.3	-1.1	4.5	-2.5	94.7	1.4	4.7	-0.9	4.4	0.3
> Cc1ccc(N2C(=O)c3cccc4cccc(c34)C2=O)cc1
 : 5.8	4.0	18.8	-4.3	103.7	-3.8	27.1	-3.7	-15.0	-1.9
> Cc1cc(NC(=O)c2cccc(C(=O)Nc3cc(C)on3)n2)no1
 : 3.2	-1.4	3.2	1.6	98.0	-3.6	19.5	-0.5	-22.7	-10.7
> COc1ccc(-n2c3c(cc(C(=O)NC4CCSC4=O)c2=O)C(=O)CC(C)(C)C3)cc1 (stereo not drawn)
 : -1.1	-2.2	15.8	-8.9	102.2	2.3	-44.3	-2.8	2.8	3.9
> COc1ccc(S(=O)(=O)N2CCC(C(=O)NC(c3nc4ccccc4[nH]3)C(C)C)CC2)cc1 (stereo not drawn)
 : 10.3	2.7	16.5	-9.1	95.3	0.4	-7.3	-3.8	-25.6	1.8
> O=C(O)CCC(=O)N1N=C(c2ccccc2)CC1c1ccc2c(c1)OCO2 (stereo not drawn)
 : 7.8	-0.9	7.9	-6.0	99.3	-0.7	0.8	-1.6	15.9	2.2

# Brought forward from above: two compounds; new compounds follow.
# Results follow in this order: HTR5A ag	V-ATPase pH	OPRM1-OPRD1 inv	PKA-R2B act	DSG3 Ab inh	DAGLB inhibitor	Arrestin-AP2 inh	MOR-DOR ag	HTR5A inv ctr	PKA-R1A activ
> COc1ccc(S(=O)(=O)N2CCC(C(=O)NC(c3nc4ccccc4[nH]3)C(C)C)CC2)cc1 (stereo not drawn)
 : 10.3	2.7	16.5	-9.1	95.3	0.4	-7.3	-3.8	-25.6	1.8
> O=C(O)CCC(=O)N1N=C(c2ccccc2)CC1c1ccc2c(c1)OCO2 (stereo not drawn)
 : 7.8	-0.9	7.9	-6.0	99.3	-0.7	0.8	-1.6	15.9	2.2
> CCCN1C(=O)/C(=N\OCC(=O)NC23CC4CC(CC(C4)C2)C3)c2ccccc21
 : 1.3	-1.4	-5.3	-0.7	102.2	-0.4	6.7	1.2	-4.6	-0.1
> O=C(CSc1ccccn1)NC1CCCc2c1cnn2-c1ccccc1F (stereo not drawn)
 : .	-2.6	.	3.8	102.9	0.0	.	.	.	11.7
> CCOc1ccc(N(C(=O)c2snc(C(N)=O)c2N)C(CC)C(=O)NC2CCCC2)cc1 (stereo not drawn)
 : 3.8	4.1	17.5	-0.9	99.4	-0.2	10.1	-3.3	5.3	-6.3
> O=C(NCc1cccs1)c1cc(-c2ccccc2)nn1CC1CC(c2cccc([N+](=O)[O-])c2)=NO1 (stereo not drawn)
 : 7.6	-2.7	-0.1	5.3	101.1	-3.6	4.3	0.0	-4.9	10.2
> COc1ccc(/C=N/NC(=O)c2cccc(Br)c2)cc1CN1CCOCC1
 : 7.1	1.5	10.5	8.9	111.3	1.6	8.7	-2.0	-7.6	6.7
> Cc1csc(NC(=O)C2CCN(S(=O)(=O)c3ccccc3F)CC2)n1
 : -0.1	3.5	-0.3	-1.5	.	-1.5	-1.3	0.1	0.2	0.0
> Cc1ccccc1N1C(=O)C(Cl)=C(N2CCN(c3ccccc3)CC2)C1=O
 : 12.8	-1.1	3.9	-9.6	.	-5.9	20.6	-0.7	-34.3	-4.1
> CN(C(=O)CN1CCN(c2ccc([N+](=O)[O-])cn2)CC1)c1ccccc1
 : -2.8	1.5	15.1	-5.7	109.2	-2.5	30.7	-3.2	10.1	0.3
> O=C(N/N=C/c1cccs1)c1cccc2cc[nH]c12
 : 4.5	1.5	-4.1	1.5	104.6	-2.6	8.6	0.7	6.8	2.0
> CCS(=O)(=O)N1CCN(c2ccc(S(=O)(=O)N3CCOCC3)cc2)CC1
 : 3.0	1.2	8.6	-8.3	89.5	-0.9	6.5	-1.5	-8.5	-5.8
> Cc1ccc(OCCOc2ccc(S(=O)(=O)N3CCCC3)cc2C(N)=O)cc1
 : 3.7	2.1	7.0	1.5	106.0	-0.6	-3.6	-1.6	-9.2	-0.2
> Cc1nc2ccsc2c(=O)n1-c1ccc(Cl)cc1
 : -2.1	-1.6	11.3	7.2	100.0	0.8	-9.9	-2.2	5.4	-3.2

# Assay outcomes: PubChem, several laboratories
